# Compound activity (PubChem BioAssay)
# FLuc modulator: qHTS profiling assay for firefly luciferase inhibitor/activator using purifed enzyme and Km concentrations of substrates (counterscreen for miR-21 project). Luciferin 4-monooxygenase (Photinus pyralis), P08659. purified FLuc, Km substrates, luminescence inhibition. Potency, µM (top dose mostly 57.5 µM), without a hit: at the highest dose activity change, negative = inhibition, hits mostly inhibitors. 6.9% of 360,000 active. AID 588342, 2011; active means well fitted inhibition curve with a large enough effect; inconclusive means small, poorly fitted or top-dose-only effect;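 further: plate controls were vehicle for no effect and reference inhibitor for full effect; nearly all actives have a fitted effect of over 55% in size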
# Target sequence (P08659 whole entry, looked up): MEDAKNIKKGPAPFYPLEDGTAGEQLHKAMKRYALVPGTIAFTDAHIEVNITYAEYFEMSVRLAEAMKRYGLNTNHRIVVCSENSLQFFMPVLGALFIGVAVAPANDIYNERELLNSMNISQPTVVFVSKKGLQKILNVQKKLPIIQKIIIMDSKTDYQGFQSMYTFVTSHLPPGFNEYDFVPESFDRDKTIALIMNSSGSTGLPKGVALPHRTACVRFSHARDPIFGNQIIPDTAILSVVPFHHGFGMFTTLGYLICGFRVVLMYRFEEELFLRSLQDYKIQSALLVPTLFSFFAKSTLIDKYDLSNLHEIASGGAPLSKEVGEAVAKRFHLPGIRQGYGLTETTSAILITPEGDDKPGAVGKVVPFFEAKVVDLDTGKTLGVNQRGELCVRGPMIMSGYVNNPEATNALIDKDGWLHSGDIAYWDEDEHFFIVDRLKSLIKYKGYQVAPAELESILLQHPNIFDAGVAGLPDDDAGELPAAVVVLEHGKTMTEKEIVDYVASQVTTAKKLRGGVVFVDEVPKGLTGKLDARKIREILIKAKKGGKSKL
#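 Biochemical qHTS of compounds, final roughly 60 µM downward over six points, against 10 nM purified firefly luciferase using Km concentrations of substrates (10 uM D-luciferin, 10 uM ATP) in Tris acetate pH 7.5 buffer; luminescence output.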
# Starred values were filed as active, the others as inactive; ? = inconclusive. Potency means the concentration at half of the fitted maximal effect. Some of the compounds tested; the hit share may differ from the screen's.
SMILES,FLuc modulator
O=C(Cn1ccc2cc(S(=O)(=O)N3CCCC3)ccc21)NCc1ccc(Cl)cc1,-12%
CC(=O)c1ccc(NS(=O)(=O)c2c(C)nc3scc(C)n3c2=O)cc1,-7%
CCC(Sc1nnc2c(n1)[nH]c1ccccc12)C(=O)Nc1nnc(C(C)C)s1 (configuration not stated),?
Cc1ccc(NC(=O)Cn2c(=O)n(CC3CCC(C(=O)NC(C)C)CC3)c(=O)c3sccc32)cc1 (configuration not stated),-2%
CSc1cccc(NC(=O)CN2C(=O)COc3ccc(S(=O)(=O)N4CCC(C)CC4)cc32)c1,-4%
CCOc1ccc(CC(=O)NCCc2sc(-c3cccc(F)c3)nc2C)cc1,-14%
COc1cccc(C(=O)c2cn(CC(=O)NCc3ccccc3)c3nc(C)ccc3c2=O)c1,3%
Cc1ccc(-c2noc(C(C)NS(=O)(=O)c3ccc(C)cc3)n2)cc1 (configuration not stated),-14%
COc1cc(NS(=O)(=O)c2cc3c(cc2C)N(C)CCO3)cc(OC)c1OC,1%
CNC(=O)C1CCN(Cc2cc3ccccc3n2Cc2cccc(C)c2)CC1,2%
Cc1ccc2oc(C(=O)Nc3sc4c(c3C(=O)NCC3CCCO3)CCC4)cc(=O)c2c1 (configuration not stated),3%
CCc1nnc2c3ccccc3nc(N3CCN(c4ccc(C)cc4C)CC3)n12,-1%
CCCNC(=O)COCc1cc(-c2ccc(F)cc2)on1,-7%
CC1Cc2ccccc2N1C(=O)CSc1nnc(-c2cccc(Cl)c2)o1 (configuration not stated),-10%
CCC(CC)C(=O)Nc1ccccc1C(=O)OCc1cc(=O)n2nc(C3CCCCC3)sc2n1,-5%
Cc1ccc(S(=O)(=O)c2nnn3c2nc(N2CCCCC2)c2sccc23)cc1,-8%
Cc1ccc(SCc2nc(-c3ccc(C(=O)Nc4cc(C)ccc4C)cc3)oc2C)cc1,-10%
O=C(Cn1c(=O)oc2cc(S(=O)(=O)N3CCCC3)ccc21)Nc1ccc(OC(F)(F)F)cc1,-14%
CCCOc1cccc(C(=O)Nc2cccc3cccnc23)c1,?
CCOC(=O)c1ccc(Nc2c(-c3ccc(OC)cc3)nc3nc[nH]n23)cc1,-4%
COc1ccc(S(=O)(=O)N(CC(=O)NC(C)c2ccccc2)c2ccc(C)cc2)cc1OC (configuration not stated),-3%
CC(C)Cn1c(=O)c2sccc2n2c(CCCC(=O)NC3CCCCC3)nnc12,-2%
CCOC(=O)c1c(C)[nH]c(C)c1S(=O)(=O)N1CCC(C(=O)N2CCN(c3cc(C)ccc3C)CC2)CC1,5%
O=C(Nc1ccc(F)cc1Cl)C1Cc2ccccc2N1C(=O)c1ccccc1 (configuration not stated),-5%
Cc1ccccc1CNC(=O)C1CCCN(S(=O)(=O)N(C)c2ccc(F)cc2)C1 (configuration not stated),5%
N#C/C(=C\c1c(Oc2ccc(F)cc2)nc2ccccn2c1=O)c1nc2ccccc2s1,-17%
CCOc1ccc(-c2cc(-c3nc(-c4cc(OC)c(OC)c(OC)c4)no3)[nH]n2)cc1Cl,?
Cc1ccc(N2C(=O)CCSC23C(=O)N(Cc2ccccc2)c2ccccc23)cc1 (configuration not stated),-11%
COc1ccccc1N1CCN(C(=O)CSc2n[nH]c(-c3ccccc3)n2)CC1,-10%
Cc1nn(C(C)C(=O)NCc2ccc(OC(C)C)cc2)c(=O)c2c1sc1ccccc12 (configuration not stated),?
CCOc1ccccc1NC(=O)CCc1nc(-c2cccc(C)c2)no1,-16%
Cc1ccc(CCNC(=O)c2c[nH]c3ccc(S(=O)(=O)Nc4cccc(C(F)(F)F)c4)cc3c2=O)cc1,?
CCN(C(=O)CCc1nc(-c2ccc(C)cc2)no1)c1cccc(C(F)(F)F)c1,-8%
Cc1cn(C)c(CC(=O)NCc2cccc(Cl)c2)c1C(=O)O,?
O=C(Nc1ccccc1C(F)(F)F)c1ncoc1-c1ccco1,-1%
CCc1ccccc1N1CC(c2nc3ccccc3n2Cc2cccc(C)c2)CC1=O (configuration not stated),-16%
Cc1ccc(C)c(S(=O)(=O)c2nnn3c2nc(N2CCN(C)CC2)c2sccc23)c1,-1%
Cn1c(=O)c2cc(C(=O)NCCCN3CCN(c4cccc(Cl)c4)CC3)sc2c2ccccc21,0%
CC1CCCCN1C(=O)CSc1nc(-c2ccccc2)no1 (configuration not stated),?
CCCOc1ccc(-c2nonc2NC(=O)c2oc3ccc(C)cc3c2C)cc1OCCC,-2%
Cn1c(=O)c2c(nc(SCC(=O)Nc3ccccc3F)n2Cc2ccccc2F)n(C)c1=O,0%
O=C(NCc1ccccc1)C(=O)NCC(c1ccco1)S(=O)(=O)c1ccc(Cl)cc1 (configuration not stated),-1%
CCS(=O)(=O)N1CC(=O)N(c2ccc(C)c(C)c2)C(C)(C(=O)NC2CCCCC2)C1 (configuration not stated),-2%
CCOC(=O)c1cccc(NC(=O)c2cnn(-c3ccccc3)c2-n2cccc2)c1,-11%
COC(=O)c1ccccc1NC(=O)c1nc(S(=O)(=O)Cc2cccc(C)c2)ncc1Cl,-2%
Cc1nn2c(=O)cc(COC(=O)c3ccccc3NC(=O)C(C)Oc3ccccc3)nc2s1 (configuration not stated),-1%
Cc1nc(-c2ccc(F)cc2)sc1CCNC(=O)c1ccc(C(C)(C)C)cc1,-20%
Cc1ccc(Cl)cc1N1CCN(c2nc3ccc(C(=O)c4ccccc4)cc3n3cnnc23)CC1,2%
Cc1cccc(NC(=O)c2oc3ccccc3c2NC(=O)c2cc(=O)c3ccccc3o2)c1,0%
Cc1ccc(NC(=O)CN2C(=O)CCc3ccccc32)cc1C,24µM*
COc1cccc(NC(=O)CN2C=NS(=O)(=O)c3ccccc32)c1,-6%
CCOc1ccc(NC(=O)c2c(Nc3ccc(OC)cc3OC)sc(C(=O)c3ccc(Cl)cc3)c2N)cc1,-2%
COc1ccc(-c2nc3n(n2)C(c2ccc(OC)c(OC)c2)C(C(=O)Nc2cccnc2)=C(C)N3)cc1 (configuration not stated),-7%
CC1=C(C(=O)Nc2cccc(Cl)c2)C2(CCCCCC2)OC1=O,-11%
COc1cccc(NC(=O)c2cc3c(=O)n(Cc4cccnc4)ccc3nc2C)c1,-2%
CCOc1ccc(Nc2ncnc3scc(-c4ccc(OC)cc4)c23)cc1,4%
CCc1ccc(NC(=O)C2=CC(c3ccc4c(c3)OCO4)=NS(=O)(=O)N2C)cc1,0%
O=C(/C=C/c1ccccc1Cl)N1CCC(c2nc3ccccc3o2)CC1,?
Cc1ccc(-n2c(SCc3ccccc3F)nc3[nH]ncc3c2=O)cc1C,-17%
O=C(NC1(C(F)(F)F)C(=O)Nc2c1c(=O)[nH]c(=O)n2-c1ccccc1)c1ccccc1Cl (configuration not stated),-3%
# Other compounds follow:
SMILES,FLuc modulator
O=C(c1ccc2c(c1)CCN2S(=O)(=O)c1ccc(Cl)cc1)N1CCN(c2ccccc2F)CC1,-7%
CC1CCc2onc(C(=O)Nc3ccc(Cl)cc3)c2C1 (configuration not stated),?
CCc1nc2ccccc2n1CCCCOc1ccc(C)cc1,-16%
CCC(=O)N1c2ccccc2C(C)(c2ccccc2)CC1(C)C (configuration not stated),1%
CC(=O)c1ccc(NC(=O)CC2Sc3ccccc3NC2=O)cc1 (configuration not stated),0%
CCN1CCN(C(c2ccccc2Cl)c2sc3nc(-c4ccco4)nn3c2O)CC1 (configuration not stated),-12%
CCc1ccc(NC(=O)CSc2nc3ccsc3c(=O)n2C(C)CC)cc1 (configuration not stated),-2%
Cc1cccc(C(CC(=O)NCC2(c3ccccc3)CCCC2)c2ccccc2)c1O (configuration not stated),1%
Cc1ccc(Cl)cc1N1CCN(C(=O)c2ccc(CS(=O)(=O)c3ccc(Br)cc3)o2)CC1,-10%
COc1ccc(CNC(=O)Cn2c(=O)n3nc(-c4cccc(F)c4)nc3c3ccccc32)cc1OC,2%
Cc1cn(C)c(CC(=O)N2CCN(c3cccc(Cl)c3)CC2)c1C(=O)O,-16%
Cc1nn2c(-c3ccccc3)cc(-c3ccccc3)nc2c1-c1ccc(Cl)cc1,-2%
O=C(Nc1ccc(F)cc1F)N1CCN(c2ccc(Cl)c(Cl)c2)CC1,2%
O=C(Nc1cccc(-c2nc3cccnc3s2)c1)c1cccc(Br)c1,0%
CN1CCN(C2(CNC(=O)c3ccc([N+](=O)[O-])cc3)CCCCC2)CC1,-6%
CC(=O)Nc1cccc(NC(=O)CSc2nccn2C2CCCC2)c1,-15%
Cc1cccc(C)c1NC(=O)Cn1c(=O)n(Cc2ccc(C(=O)NCc3ccco3)cc2)c(=O)c2sccc21,-7%
Cc1ccc(-n2c(=O)[nH]c3cc(C(=O)NCc4ccccc4)ccc3c2=O)cc1,-3%
Cc1ccc(-c2nnc3ccccc3c2C(=O)Nc2cccc(C(F)(F)F)c2)cc1,-8%
CC(=O)N1c2ccc(S(=O)(=O)NCCC(=O)Nc3ccc(Br)c(C)c3)cc2CC1C (configuration not stated),-13%
COc1cn(CC(=O)Nc2cc(C)ccc2C)c(CN2CCCCC2)cc1=O,-4%
CCOc1ccc(N(CC)S(=O)(=O)N2CCCC(C(=O)NCCc3ccc(OC)cc3)C2)cc1 (configuration not stated),-11%
CCOCCCNC(=O)C(c1ccc(Cl)cc1)N(Cc1cccs1)C(=O)c1ccc(NC(C)=O)cc1 (configuration not stated),0%
O=C(Nc1ccc(-c2nc3ccccc3o2)c(O)c1)c1ccccc1,3%
CCN(CC)c1ccc(NS(=O)(=O)c2cc(-c3cc(C)no3)ccc2C)c(C)c1,-14%
Cc1ccc(NC(=O)c2cc(S(=O)(=O)N3CCOCC3)c(Cl)cc2Cl)cc1,-8%
Cc1ccc(NC(=O)c2cc3cc(C)ccc3n2C)cc1,-7%
CCC(=O)Nc1cccc(C(=O)OCc2cc(=O)n3nc(CC)sc3n2)c1,?
CC(C)c1ccc(CNc2nc(-c3ccco3)nn2C(=O)c2ccc([N+](=O)[O-])cc2)cc1,-10%
Cc1ccc(S(=O)(=O)Nc2nc3n(n2)C(c2ccc(F)cc2)C=C(c2ccccc2)N3)cc1 (configuration not stated),2%
Cc1cccc(-n2ncc(C(=O)Nc3ccc4c(c3)OCO4)c2C2CCN(C(=O)OC(C)(C)C)CC2)c1,?
CCc1ccc(C2CC(=O)NC(NC(=O)c3ccc(C(C)(C)C)cc3)=N2)cc1 (configuration not stated),-1%
Cc1nc2nc(SCC(=O)N(C)Cc3ccccc3)nn2c(C)c1Cc1ccccc1Cl,-5%
COc1ccc(-n2nc3c(N4CCCC(C(=O)NCc5cccc(F)c5)C4)nnc(C)c3c2C)cc1 (configuration not stated),0%
COc1ccc(S(=O)(=O)NCCc2csc3nc(-c4ccccc4)nn23)cc1OC,-10%
COc1ccc(-c2c(C#N)c(SCC(=O)Nc3ccc(Br)cc3)nc(C)c2C(=O)Nc2ccccc2)cc1,0%
CN(C)c1ccc(CNC(=O)Cn2c(=O)oc3cc(S(=O)(=O)N4CCCCCC4)ccc32)cc1,-16%
COc1ccc(CNc2nc(-c3ccco3)nn2S(=O)(=O)c2ccc(Cl)cc2)cc1OC,-9%
COc1ccc(/C=C/c2nc(C#N)c(NCc3ccc(F)cc3)o2)cc1OC,-9%
COc1ccc(OC)c(NC(=O)CN2CCCN(Cc3ccccc3Cl)S2(=O)=O)c1,3%
CCCNC(=O)CN1C(=O)c2c(c3ccccc3n2C)C1c1ccc(OC)cc1 (configuration not stated),-10%
Cc1ccc(-c2nn3c(-c4ccc(C)cc4)nnc3c3ccccc23)cc1,0%
O=C(NCCc1c[nH]c2ccccc12)Nc1ccccc1C(F)(F)F,-13%
COc1ccc(C)cc1-n1cnc2cc(C(=O)NC3CCCC3)ccc21,-8%
Cn1c(=O)n(C)c2cc(CNCc3ccccc3Cl)ccc21,-3%
CSc1ccc(CCNC(=O)c2ccc(-n3c(C)cc4c3CCCC4)cc2)cc1,-3%
COc1ccc(CCNC(=O)C(=O)NCC(c2ccc3c(c2)OCO3)N2CCOCC2)cc1 (configuration not stated),-1%
CC(=O)N1CCC2(CC1)OC(=O)C(C)=C2C(=O)NCc1ccc(Cl)cc1,0%
CCC(Sc1nc2ncccc2o1)C(=O)Nc1cccc(C)c1 (configuration not stated),-1%

# Nothing new here: an excerpt of the list.
SMILES,FLuc modulator
COc1ccc(-n2nc3c(N4CCCC(C(=O)NCc5cccc(F)c5)C4)nnc(C)c3c2C)cc1 (configuration not stated),0%
COc1ccc(S(=O)(=O)NCCc2csc3nc(-c4ccccc4)nn23)cc1OC,-10%
COc1ccc(-c2c(C#N)c(SCC(=O)Nc3ccc(Br)cc3)nc(C)c2C(=O)Nc2ccccc2)cc1,0%
CN(C)c1ccc(CNC(=O)Cn2c(=O)oc3cc(S(=O)(=O)N4CCCCCC4)ccc32)cc1,-16%
COc1ccc(CNc2nc(-c3ccco3)nn2S(=O)(=O)c2ccc(Cl)cc2)cc1OC,-9%
COc1ccc(/C=C/c2nc(C#N)c(NCc3ccc(F)cc3)o2)cc1OC,-9%
COc1ccc(OC)c(NC(=O)CN2CCCN(Cc3ccccc3Cl)S2(=O)=O)c1,3%
CCCNC(=O)CN1C(=O)c2c(c3ccccc3n2C)C1c1ccc(OC)cc1 (configuration not stated),-10%
Cc1ccc(-c2nn3c(-c4ccc(C)cc4)nnc3c3ccccc23)cc1,0%
O=C(NCCc1c[nH]c2ccccc12)Nc1ccccc1C(F)(F)F,-13%
COc1ccc(C)cc1-n1cnc2cc(C(=O)NC3CCCC3)ccc21,-8%
Cn1c(=O)n(C)c2cc(CNCc3ccccc3Cl)ccc21,-3%
CSc1ccc(CCNC(=O)c2ccc(-n3c(C)cc4c3CCCC4)cc2)cc1,-3%
